# Source: PubChem
# Kir21 block – Kir2.1 (mouse) channel inhibition; B-score at 10 µM; HEK293-Kir2.1, FluxOR thallium flux fluorescence; stronger effect = lower value; P35561; 0.85% of 310,000 active;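 active means fluorescence ratio B-score at or below minus 3 SD of library scores, with starting-brightness B-score within 2 SD, cut at about -4.2 in these data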;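 further: channel flux triggered by added potassium and thallium sulfate stimulus; B-score of peak minus minimum fluorescence over baseline after thallium stimulus; more negative B-score means stronger Kir2.1 block with less thallium influx; some compounds called inactive have numbers as strong as hits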
# Target sequence (P35561 whole entry, looked up): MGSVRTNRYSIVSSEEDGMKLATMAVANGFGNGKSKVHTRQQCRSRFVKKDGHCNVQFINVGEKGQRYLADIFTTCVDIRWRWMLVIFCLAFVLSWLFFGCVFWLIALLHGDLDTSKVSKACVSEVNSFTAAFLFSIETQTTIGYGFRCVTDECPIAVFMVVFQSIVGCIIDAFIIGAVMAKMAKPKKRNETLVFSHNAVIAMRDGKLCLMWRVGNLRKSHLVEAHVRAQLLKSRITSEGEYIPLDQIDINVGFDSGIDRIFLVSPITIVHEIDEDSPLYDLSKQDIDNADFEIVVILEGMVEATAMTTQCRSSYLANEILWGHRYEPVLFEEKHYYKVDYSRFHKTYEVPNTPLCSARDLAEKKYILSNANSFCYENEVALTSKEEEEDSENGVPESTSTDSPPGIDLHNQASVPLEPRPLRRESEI
# KCNQ2 block – KCNQ2 potassium channel inhibitors, primary screen, cell-based, CHO-K1, FluxOR thallium flux, B-score (AID 2156). B-score at 10 µM. 1.1% of 310,000 active. O88943. 20 min; stronger effect = lower value;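 active means fluorescence ratio B-score at most minus 3 library SDs, with starting brightness B-score within 2 library SDs, cut at about -5.5 in these data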
# STK33 kinase inh – blocks human STK33 kinase activity. purified STK33, MBP phosphorylation, ADP-Glo luminescence. inhibition, % at 10 µM. Q9BYT3. 0.073% of 320,000 active. AID 2661;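 active means inhibition at or above 25%, using the most active replicate where run in duplicate; inactive means inhibition below 25%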
# Target sequence (Q9BYT3 whole entry, looked up): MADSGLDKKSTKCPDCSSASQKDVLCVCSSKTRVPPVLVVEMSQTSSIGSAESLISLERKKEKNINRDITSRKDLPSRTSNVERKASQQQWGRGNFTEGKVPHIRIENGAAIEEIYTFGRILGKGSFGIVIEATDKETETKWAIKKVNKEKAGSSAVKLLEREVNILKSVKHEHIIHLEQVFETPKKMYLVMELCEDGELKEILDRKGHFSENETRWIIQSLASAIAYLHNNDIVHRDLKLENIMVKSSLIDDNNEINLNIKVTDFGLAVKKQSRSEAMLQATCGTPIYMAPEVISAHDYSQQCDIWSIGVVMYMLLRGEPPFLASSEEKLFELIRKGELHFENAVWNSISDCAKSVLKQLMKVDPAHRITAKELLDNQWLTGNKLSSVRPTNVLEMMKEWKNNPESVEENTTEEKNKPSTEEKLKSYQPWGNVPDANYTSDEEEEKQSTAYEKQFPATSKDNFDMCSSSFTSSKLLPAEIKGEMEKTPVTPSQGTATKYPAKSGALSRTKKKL
# Numbers without * were called inactive; i = inactive; x = not tested or not shown.
SMILES	Kir21 block	KCNQ2 block	STK33 kinase inh
COc1cc(C(=O)Nc2cc(-c3cn4cccnc4n3)ccc2C)cc(OC)c1OC	-0.51	i	-0.8
Nc1[nH]n(-c2ccccc2)c(=O)c1N=Nc1ccc2c(c1)OCO2	0.05	i	-1.4
O=[N+]([O-])c1cccc(N=Cc2sc3ccccc3c2O)c1	-1	i	-1.3
COc1cc(CNc2ccc(N3CCOCC3)cc2)ccc1OCC(=O)NC(C)(C)C	-1	i	-0.8
CCCC(CCC)n1[nH]c(=O)c2c(C)cc(C)nc21	-1.1	i	-0.7
CCCN(CCC)C(=O)c1cc([N+](=O)[O-])cc2c1-c1ccc([N+](=O)[O-])cc1C2=C(C#N)C#N	0.89	i	-0.4
C=CCn1c(CNC(=O)c2ccco2)nnc1SCC(=O)c1ccc(OC)cc1	0.39	i	-0.3
CCn1c(=O)c(C(=O)NCCc2ccc(Cl)cc2)c(O)c2ccccc21	0.26	i	0.2
COc1ccc(C)cc1N(C(=O)c1ccccc1F)c1nc2ccccc2s1	-1.8	i	x
CCCCOC(=O)c1ccc(NC(=O)COC(=O)CN2C(=O)NC3(CCCC3)C2=O)cc1	0.05	i	0.4
CC(=O)Nc1ccc(-n2cnnn2)cc1	2.9	i	-2.9
CC(=O)c1ccc(N(CC(=O)NC2CCCC2)C(=O)c2csnn2)cc1	0.95	i	-0.6
Nc1sc2c(c1C(=O)NC1CCS(=O)(=O)C1)CCCC2 (stereo not given)	-0.1	i	0.7
CC(C)N(Cc1nc(-c2ccccc2)no1)S(=O)(=O)c1ccccc1	-0.12	i	0.5
O=c1cc(Nc2ccc3c(c2)OCCO3)[nH]c(=O)n1-c1ccc(Cl)cc1	0.4	i	-0.3
C=CCc1c(C)nc(C)nc1N/N=C/c1ccc([N+](=O)[O-])cc1	-0.99	i	0.0
CN(CC(=O)Nc1ncn[nH]1)S(=O)(=O)c1cc(Cl)ccc1Cl	-0.61	i	-0.3
CN1CCc2c(OCC(=O)NC3CCCCC3)cccc2C1=O	0.54	i	-0.3
O=C(CSc1n[nH]c(-c2ccco2)n1)Nc1sc2c(c1C(=O)Nc1ccccc1)CCCC2	-0.64	i	0.2
CCCCCN(C(=O)NC(=O)Nc1cccc(C)c1C)S(C)(=O)=O	2	i	-1.7
O=C1Nc2cc(Cl)ccc2Nc2cscc21	0.32	i	8.3
CCC(C)N(C(=O)Cn1nnc2ccccc21)C(C(=O)NCc1ccco1)c1cccc(OC)c1 (stereo not given)	-0.11	i	0.1
CC(=O)Nc1ccc(C(=O)OCC(=O)Nc2ccc([N+](=O)[O-])cc2C(F)(F)F)cc1	0.95	i	-1.2
Cc1cc(OCc2cc(C(=O)N3CCN(CC4CC4)CC3)no2)cc(C)c1Cl	-2	i	-0.1
CCOc1ccc(N2C(=O)Nc3ccc(Br)cc3C2(O)C(=O)NCCN(C)C)cc1 (stereo not given)	0.21	i	-0.5
CCOc1ccc(NC(=O)Nc2c(C)n(C)n(-c3ccccc3)c2=O)cc1	0.42	i	0.4
O=C(NNC(=S)NC(=O)c1ccccc1)c1cccnc1	-0.37	i	-1.0
Cc1cccc(/C=N/n2c(C)nc3ccccc3c2=O)c1	1.5	i	-2.5
Cc1cc(=O)[nH]c(SCC(=O)NC(c2ccccc2)c2ccccc2)n1	-0.44	i	0.9
O=C(Nc1cccc2ncccc12)c1ccc(F)cc1	0.44	i	0.2
CCNc1nc(NCC)nc(C(=O)Nc2ccccc2)n1	-0.26	i	-3.6
C/C=C(\C)CN1CCN(c2cccc(C)c2C)CC1	-1.5	i	0.4
CCN(c1ccc(OC)cc1)S(=O)(=O)c1ccc2c(c1)CC(C)N2C(=O)C1CC1 (stereo not given)	0.22	i	-0.9
Cn1cc(C(c2ccccn2)c2cn(C)c3ccccc23)c2ccccc21	0.55	i	-0.3
C=CC[n+]1c(-c2ccc(C)cc2)csc1Nc1ccc(NC(C)=O)cc1	0.49	i	x
COc1ccc(-n2nc(C(=O)NCCCN3CCCC3=O)c3c4ccccc4n(C)c3c2=O)cc1Cl	1.6	i	-1.6
OCCC#Cc1ccc(CN2CCN(CCc3ccccc3)C(CCO)C2)cc1 (stereo not given)	0.38	i	-0.5
Cc1cc(Br)cn2ccnc12	0.75	i	-0.3
CNC(=O)c1[nH]cnc1C(=O)Nc1ccc(Cl)cc1	-0.27	i	-1.0
CCn1c(SCC(=O)N2CCCCC2)nc2c(c1=O)SC(C)C2 (stereo not given)	0.53	i	-1.1
CCn1cc(C(=O)Nn2cnnc2)c(=O)c2ccc(C)nc21	-0.38	i	1.6
COc1cccc(C(=O)COc2ccc3c(C)c(Cc4ccccc4)c(=O)oc3c2)c1	-0.93	i	-0.4
Cc1noc(C)c1CSc1nnnn1-c1ccc(Cl)cc1	0.02	i	0.2
NC(=O)N/N=C/c1cc(Br)ccc1OCC(=O)NCc1ccccc1	-0.94	i	1.2
c1ccc(N/N=C(\Cc2nc3ccccc3[nH]2)c2ccccc2)cc1	0.68	i	x
CC1CC(Nc2ccccc2)c2ccccc2N1C(=O)c1ccco1 (stereo not given)	-3.2	i	-0.3
CCCSc1nc2c(cnn2-c2ccc(F)cc2)c(=O)[nH]1	2	i	-0.7
COc1ccc(-n2ncc3c(NCC4CCCO4)ncnc32)cc1 (stereo not given)	-0.88	i	-1.5
CC(C)c1ccc(S(=O)(=O)NC2CCS(=O)(=O)C2)cc1 (stereo not given)	-0.82	i	-0.1
O=C(CN1CCOCC1)Nc1cc(Cl)ccc1Cl	1.2	i	-0.4

# New compounds follow:
SMILES	Kir21 block	KCNQ2 block	STK33 kinase inh
Cc1cccc(-n2c(CNC(=O)c3ccc(S(=O)(=O)N4CCCC4)cc3)n[nH]c2=S)c1	0.4	i	-0.8
COc1c2c(cc3ccc(=O)oc13)CCO2	2.3	i	1.0
CCOc1ccccc1N1CC(C(=O)Nc2ccccc2N2CCOCC2)CC1=O (stereo not given)	-0.3	i	-0.1
Cn1c(Cc2ccccc2)nnc1SCC(=O)NC1CC1	-0.58	i	-3.0
CCC(=O)Oc1ccc(C(=O)Nc2ccc([N+](=O)[O-])cc2)cc1	-0.87	i	0.1
Cc1ccc(CN2C(=O)CCC2C(=O)NCCCN2CCOCC2)cc1 (stereo not given)	0.8	i	0.6
Cc1ccc2[nH]c(C(=O)N3CCOCC3)cc2c1	2.4	i	-1.3
CC(C)(C)[C@H]1C=C(C(=O)NC2CC2)O[C@@H](OCc2ccc(CO)cc2)C1	0.66	i	-0.1
CC(=O)C12CCCCC1CC1[C@@H]3CC(C)C4=CC(=O)CC[C@]4(C)C3CC[C@@]12C (stereo not given in full)	-0.22	i	x
COc1ccc(C(=O)Nc2ccccc2Cc2ccccc2)c(OC)c1	-0.03	i	-0.5
Cc1ccc(C(=O)NCCNC(=O)c2ccccn2)cc1	0.97	i	-0.4
Cc1cnc(NC(=O)CCc2ccccc2)s1	1	i	-2.1
COc1ccc(S(=O)(=O)N2CCCCCC2)cc1C(=O)N(C)Cc1ccc(Cl)cc1Cl	-0.58	-8.5*	0.0
Cc1csc(SCC(=O)Nc2cccc(S(=O)(=O)N3CCCC3)c2)n1	-0.23	i	x
CCOc1ccccc1OCCCC(=O)Nc1sccc1C(N)=O	0.37	i	-0.8
COc1ccccc1NCC(=O)N/N=C/c1sccc1C	1.3	i	0.3
CC(C)CC(=O)Nc1ccc2c(c1)OCO2	0	i	-1.3
CCCCC(=O)Nc1ccc(C(=O)Nc2ccc(OC)cc2[N+](=O)[O-])cc1	-0.53	i	0.3
CC(=O)c1cc(CN2CCN(Cc3ccccc3)C(CCO)C2)cs1 (stereo not given)	-0.74	i	8.8
COC(=O)c1c(NC(=O)c2cccc(N3C(=O)CCC3=O)c2)sc2c1CCN(C(C)=O)C2	-0.5	i	0.3
COc1cc(/C=N/NC(=O)c2ccccn2)cc2c1OCO2	1.5	i	0.5
CCn1ncc2c(OCc3ccc(C#N)cc3)cc(C)nc21	-0.22	i	-1.2
N#Cc1ccc(C(=O)Nc2ccc([N+](=O)[O-])cc2)c(F)c1	1.1	i	0.5
COc1ccc(Cc2nc3ccc(C(=O)NCCn4ccnc4C)cc3o2)cc1OC	0.91	i	-1.9
O=C(O)C1CCCCC1C(=O)NC1CCCCC1 (stereo not given)	1	i	-1.9

# One compound at a time, as listed above. Order of screens: Kir21 block, KCNQ2 block, STK33 kinase inh
# `CC(C)(C)[C@H]1C=C(C(=O)NC2CC2)O[C@@H](OCc2ccc(CO)cc2)C1` is listed as 0.66, i, -0.1
# `COc1ccc(C(=O)Nc2ccccc2Cc2ccccc2)c(OC)c1` is listed as -0.03, i, -0.5
# `Cc1ccc(CN2C(=O)CCC2C(=O)NCCCN2CCOCC2)cc1` (stereo not given) is listed as 0.8, i, 0.6
# `O=C(O)C1CCCCC1C(=O)NC1CCCCC1` (stereo not given) is listed as 1, i, -1.9

# (further entries)
SMILES	Kir21 block	KCNQ2 block	STK33 kinase inh
COc1ccc(-c2ncc(CN3CCN(CCC(C)C)C(CCO)C3)cn2)cc1 (stereo not given)	0.5	i	-0.5
Cn1c(NC(=O)c2ccc(F)c(F)c2)cc(=O)n(C)c1=O	-1.6	i	-1.5
O=C(CSc1nc2ccccc2[nH]1)N/N=C/C=C\c1ccccc1[N+](=O)[O-]	0.79	i	-2.1
O=C(NCc1ccccc1)c1ccc(Cl)nc1	0.82	i	-1.1
CN1CCN(C(=O)CSc2ccc(C(F)(F)F)cc2[N+](=O)[O-])CC1	-2	i	-3.1
CCOC(=O)Cn1nc(-c2ccccc2)ccc1=O	-0.14	i	0.0
O=C(COC(=O)c1ccc2c(c1Cl)C(=O)c1ccccc1C2=O)NC1CCCCC1	1.1	i	-0.8
CCn1c(=O)c2c(nc(SCC(=O)NCC3CCCO3)n2C)n(C)c1=O (stereo not given)	0	i	-1.2
COc1ccccc1NC(=O)c1ccccc1-c1ccccc1C(=O)O	-0.09	i	0.4
O=C(OCC(=O)N1CCOCC1)c1ccccc1O	-0.99	i	-0.8
COc1cccc(CNC(=O)c2ccc(Cl)c(NC3=NC4CS(=O)(=O)CC4S3)c2)c1 (stereo not given)	-2	i	-2.2
CC1(C)CC(=O)C(N=Nc2ccc(F)cc2)=C(O)C1	1	i	-0.3
C=CCn1c2ccccc2c(=O)c2cc(C#Cc3ccsc3)ccc21	0.7	i	-1.5
O=C(C1CCCCC1)N1CCc2ccccc21	-0.83	i	-0.9
Cc1cc(Cl)c(OCCN2C(=O)NC(C)(C)C2=O)c(Br)c1	0.41	i	-0.3
CCCCCCCn1c(=N)n(CC(=O)c2ccco2)c2ccccc21	-10*	i	-1.9
CCOC(=O)c1nn(-c2ccc(C)cc2)c(=O)cc1OCC(=O)Nc1cccc(C)c1	0.96	i	x
O=C(Nc1cc([N+](=O)[O-])ccc1N1CCOCC1)c1cccs1	0.59	i	-0.6
O=C(CNC(=O)c1ccc(F)cc1)N/N=C/c1cc(Br)ccc1OC(=O)/C=C/c1ccco1	-0.18	i	0.8
CCOC(=O)C1=C(C)N=C2SC(C)C(=O)N2C1c1ccccc1 (stereo not given)	-0.53	i	0.6
CCOC(=O)Cn1c(CN2CCOCC2)nc2c1c(=O)[nH]c(=O)n2C	1.6	i	-0.8
CCn1nnnc1SCC(=O)N1c2ccccc2CCc2ccccc21	0.17	i	-2.3
COc1ccccc1CNC(=O)C1CCC(CNS(=O)(=O)c2cccc3cccnc23)CC1 (stereo not given)	0	i	-0.4
O=C(N=Nc1c(O)[nH]c2ccccc12)c1cccc(S(=O)(=O)Nc2ccccc2Cl)c1	0.15	i	-0.6
O=C1CC(N2CCN(c3ccccc3Cl)CC2)C(=O)N1c1ccc(F)cc1 (stereo not given)	-0.02	i	-2.5
Cc1c(C)c2c(OCC(=O)NCC(O)c3ccccc3)cc3c(c2oc1=O)CCC(C)(C)O3 (stereo not given)	-1.5	i	-0.8
COc1ccc(C2C=C(c3ccc(C)cc3)Nc3ncnn32)cc1 (stereo not given)	-2.4	i	x
COc1ccc(CC(=O)OCC(=O)Nc2cccc(Br)c2)cc1	2.3	i	-0.6
Cc1nc(C)c2c(c1C(F)(F)F)-c1ccccc1C2(F)F	1.2	i	3.6
Cc1nc2ccc(S(=O)(=O)NCC(=O)O)cc2s1	-0.81	i	-0.3
COc1cc(C)c(C)cc1S(=O)(=O)NC1CC(C)(C)NC(C)(C)C1	-1.4	i	-1.2
Cc1cc(-c2c(C)[nH]n(-c3ccccc3)c2=O)n(-c2ccccc2)n1	-0.31	i	-0.2
CC1CN=C(N(C(=O)Nc2ccccc2)C(C)C)S1 (stereo not given)	0.86	i	-1.1
Cc1ccc(SCc2ccc(C(=O)NCc3ccncc3)cc2)cc1	1.5	i	-1.0
O=C(NCc1ccc(F)cc1)c1ccc(N2CCOCC2)c([N+](=O)[O-])c1	-0.1	i	-0.7
O=C(CSCC(=O)NC1CC1)Nc1ccccc1	-0.32	i	x
O=C(N/N=C/c1ccc(-c2cccc(C(F)(F)F)c2)o1)c1cccc(F)c1	1.9	i	-2.1
O=C(NCCc1ccncc1)c1ccccc1F	-0.26	i	-0.9
Cc1ccc(C(=O)CSc2nnc(COc3cccc4cccnc34)o2)cc1	-1.2	i	-0.6

# Compounds were not picked by outcome. Share with any hit: about 1.9%.
